SENP6 block: inhibitors of human SENP6 protease; 330,000 compounds, 1.8% hits; Recombinant SENP6 catalytic domain, aminoluciferin luminescence; Q9GZR1; AID 2599; inhibition, % at 10 µM;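 active means inhibition above about 50% at the single tested dose, limit read from the data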;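 further: plate controls were DMSO wells with enzyme for no effect and DMSO wells lacking enzyme for full effect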
Apaf-1 inh: human Apaf-1 inhibition | reconstituted apoptosome caspase-3 activity, DEVD-Rh110 fluorescence | 330,000 compounds, 0.71% hits | inhibition, % at 20 µM; active means inhibition of at least 40% at 20 µM;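 further: plate controls were DMSO wells for no effect and DEVD-CHO caspase inhibitor wells for full effect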
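System: Apoptosome proteins | Medium: Hepes pH 7.5 with detergent and BSA | Also added: Cytochrome c trigger plus (Z-DEVD)2-Rh110 caspase-3 substrate | Incubation: 30 min compound preincubation, 50 min activation, room temperature | Detection: Rhodamine 110 fluorescence at Ex 480/Em 540 nm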
NALP3 yeast inh: inhibitors of NALP3 inflammasome in yeast. Yeast reconstituted NLRP3/ASC/caspase-1, beta-gal luminescence, 24 h. AID 2825. 330,000 compounds, 0.39% hits. inhibition, % at 10 µM;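 active means inhibition of 50% or more; inactive means inhibition below 50%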;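 further: plate controls were induced DMSO wells for no effect and uninduced yeast grown without galactose for full effect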
SENP1 FRET inh: inhibitors of human SENP1 SUMO protease catalytic domain. recombinant SENP1 catalytic domain, CyPet-SUMO1-YPet FRET cleavage. inhibition, % at 10 µM. 360,000 compounds, 0.21% hits. Q9P0U3;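 active means inhibition at least 30% at 10 µM, raw YFP signal under a set limit, fluorescence ratio 0.5 to 1.5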;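 further: 0% = enzyme with DMSO and 100% = no enzyme wells; some results filed as inactive read as strong as hits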
Target sequence (Q9P0U3 419-644 limits assumed): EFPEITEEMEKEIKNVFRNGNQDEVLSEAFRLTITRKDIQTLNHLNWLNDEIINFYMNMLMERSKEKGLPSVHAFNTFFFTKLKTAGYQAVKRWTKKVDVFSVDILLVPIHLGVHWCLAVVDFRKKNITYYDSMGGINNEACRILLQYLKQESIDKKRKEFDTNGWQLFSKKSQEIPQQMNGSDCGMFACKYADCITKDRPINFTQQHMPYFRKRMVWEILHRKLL
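Test system: human SENP1 catalytic domain; medium: Tris pH 8 buffer plus EDTA, NaCl, BME, BSA, NP40, catalase; incubation: 50 min reaction at room temperature; technique: FRET, CFP and YFP emission; controls: no-enzyme low control and enzyme-plus-DMSO high control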
SENP8 block-1: blocks human SENP8 cleavage of Nedd8 substrate; AID 602440; 360,000 compounds, 0.64% hits; inhibition, % at 20 µM; Q96LD8; recombinant SENP8, Nedd8 substrate fluorescence; in the data active means inhibition mostly above about 40%, no sharp cut-off; inactive means mostly below about 27%
Target sequence (Q96LD8 whole entry, looked up): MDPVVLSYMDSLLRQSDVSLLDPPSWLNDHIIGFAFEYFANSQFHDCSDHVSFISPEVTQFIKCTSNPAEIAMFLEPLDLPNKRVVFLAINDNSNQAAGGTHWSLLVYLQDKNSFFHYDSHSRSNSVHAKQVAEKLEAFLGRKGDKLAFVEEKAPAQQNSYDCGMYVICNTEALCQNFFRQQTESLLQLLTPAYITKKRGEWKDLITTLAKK
SENP8 block-2: inhibitors of human SENP8 protease. purified SENP8, Z-RLRGG-aminoluciferin cleavage, luminescence. AID 2540. inhibition, % at 10 µM. Q96LD8. 330,000 compounds, 1.2% hits; in the data active means inhibition above about 50%
HKDC1 inh: inhibitors of human hexokinase HKDC1; 340,000 compounds, 0.16% hits; inhibition, % at 20 µM; recombinant HKDC1, G6PDH/diaphorase resazurin coupled fluorescence; Q2TB90;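 active means inhibition above about 35% when tested at 20 µM, limit read from the data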;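 further: plate controls were DMSO wells with enzyme for no effect and DMSO wells lacking enzyme for full effect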
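Material: recombinant HKDC1 hexokinase; Amount: HKDC1 at 5 µg/mL; Medium: Tris pH 8.0 buffer with MgCl2, Tween-20, BSA, BME; Schedule: 90 min reaction incubation at room temperature, dark; Technique: coupled resazurin fluorescence, excitation 525 nm, emission 613 nm.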
PfG6PD inh: PfG6PD (Plasmodium falciparum) enzyme inhibition | PfGluPho enzyme, NADPH resazurin-diaphorase fluorescence | inhibition, % at 20 µM | 350,000 compounds, 0.78% hits | AID 504690;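 active means inhibition reaching at least a set limit at 20 µM in the primary screen, cut at about 59% in these data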;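 further: 0% = DMSO wells with substrate and 100% = DMSO wells lacking glucose-6-phosphate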
SENP7 block: inhibitors of human SENP7 protease | Q9BQF6 | recombinant SENP7, Z-RLRGG-aminoluciferin luminescence, 40 min | 330,000 compounds, 1.5% hits | inhibition, % at 5 µM | AID 434973;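 active means inhibition above about 50% at the single test dose, limit read from the data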;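 further: plate controls were DMSO with enzyme for no effect and no enzyme buffer wells for full effect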
Target sequence (Q9BQF6 706-1050 limits assumed): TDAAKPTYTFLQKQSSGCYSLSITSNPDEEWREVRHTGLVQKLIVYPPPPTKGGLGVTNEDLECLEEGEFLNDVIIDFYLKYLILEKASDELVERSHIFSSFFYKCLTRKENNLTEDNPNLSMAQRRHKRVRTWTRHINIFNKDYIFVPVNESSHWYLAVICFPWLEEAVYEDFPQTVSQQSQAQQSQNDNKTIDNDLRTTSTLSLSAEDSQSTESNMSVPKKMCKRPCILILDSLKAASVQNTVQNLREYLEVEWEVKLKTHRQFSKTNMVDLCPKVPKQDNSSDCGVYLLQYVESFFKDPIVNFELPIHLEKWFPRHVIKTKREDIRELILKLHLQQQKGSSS
Active calls of the source: *; x = no result given.

SMILES	SENP6 block	Apaf-1 inh	NALP3 yeast inh	SENP1 FRET inh	SENP8 block-1	SENP8 block-2	HKDC1 inh	PfG6PD inh	SENP7 block
CC(=O)c1ccc(OCC(O)CN2CCN(CCN3C(=O)c4cccc5cccc(c45)C3=O)CC2)cc1 (stereo not drawn)	5	4	-7	3	-1	-1	-11	-11	-1
COc1ccc(-n2c(CCc3ccccc3)nnc2SCC(=O)c2ccc(Cl)cc2)cc1	-12	11	-5	2	5	-4	12	22	3
CCOC(=O)Nc1ccc2c(c1)C(=NNC(N)=S)c1ccccc1-2	x	x	x	11	23	x	-2	29	x
C#CCSc1nc(C)cc(C(=O)OCC)c1C#N	-30	-4	2	0	-32	-3	-4	-10	1
COc1ccc(S(=O)(=O)N(C)CC(=O)NCCN2CCOCC2)cc1Cl	-16	-1	15	1	9	4	1	-9	3
COc1ccc(S(=O)(=O)NC2CC3CCC2C3)cc1Br (stereo not drawn)	-12	14	21	1	10	-10	8	-9	-4
CC(C)(C)c1ccc(C(=O)NC(=S)N2CCCCCC2)cc1	19	3	34	1	7	14	-11	-15	3
Cc1ccc(NC(=O)c2nc[nH]c2C(=O)N[C@@H](C)c2ccccc2)cc1	-4	22	14	0	-18	-2	0	28	-10
CC1CCOC2(O1)C(=O)Nc1ccccc12 (stereo not drawn)	-9	4	13	1	-13	-2	12	3	4
CCOc1cc2c(cc1/C=C(/C#N)c1ccc(C(=O)O)cc1)OCO2	18	6	13	-101	-36	-7	1	-20	6
CCc1cccc(CC)c1NC(=S)NCC(c1cccnc1)N1CCOCC1 (stereo not drawn)	-24	-3	15	0	1	-8	-7	-8	-11
COc1ccc2c(c1)CCc1c(C(=O)N3CCCc4ccccc43)noc1-2	9	13	28	2	11	-18	38*	-13	-9
CN(C)S(=O)(=O)c1cc(NC(=O)c2cc(=O)[nH]c3ccccc23)ccc1Cl	-8	-13	-2	x	x	5	x	x	0
O=C(NCC(c1ccco1)N1CCOCC1)c1cccc([N+](=O)[O-])c1 (stereo not drawn)	-23	1	3	0	23	-9	5	-12	-9
C(=C\c1ccccc1)/CN1CCN(C(c2ccccc2)c2ccccc2)CC1	-14	21	2	1	12	4	1	15	1
COc1ccc(-n2nc3c(c2NC(=O)C(C)C)CSC3)cc1	-11	-2	11	2	20	1	-5	-10	-1
O=C(Cc1cccc2ccccc12)Nc1ccc(N2CCOCC2)cc1	-20	4	25	-1	18	-7	-4	8	-1
CCCc1cc(=O)[nH]c(Nc2ccc(Cl)cc2)n1	-1	11	6	0	2	0	7	-11	7
CCN(CC)S(=O)(=O)c1ccc(C)c(NS(=O)(=O)c2cc(/C=C/C(=O)O)cc(OC)c2OC)c1	-21	0	-3	1	19	-6	1	0	12
Cc1ccc(NC(=O)CCNS(=O)(=O)c2cccc3nonc23)cc1Cl	10	7	13	1	12	6	-7	8	9
O=C(O)C1CC(=O)N(c2ccc(OCc3ccc(Br)cc3)cc2)C1 (stereo not drawn)	8	8	14	0	0	-10	2	-15	-1
COc1ccccc1CN1CCSCC1	-10	-19	11	1	16	4	-7	-3	-3
CCN(CC)CCN(C(=O)c1ccc(S(=O)(=O)N(C)C2CCCCC2)cc1)c1nc2c(C)cccc2s1	0	19	18	2	-16	2	3	2	0
O=C(NCCS(=O)(=O)N1CCN(c2ccc(F)cc2)CC1)c1ccc(Br)o1	3	-7	16	0	14	4	8	-15	5
COc1ccc(NC(=O)c2nnn(CC(=O)Nc3ccc4c(c3)OCO4)c2N)c(OC)c1	6	-2	-3	0	7	-14	-2	-1	-6
COC(=O)C1=C(C)OC(N)=C(C#N)C1c1cccnc1 (stereo not drawn)	-17	11	23	-1	13	-9	3	-6	-5
CC(C)C(=O)Nc1ccc(C(=O)NNC(=O)c2ccco2)cc1	-9	-3	-12	2	18	-2	-5	-4	6
CCOc1ccc(C(=O)O/N=C(\N)c2ccc([N+](=O)[O-])cc2)cc1OCC	-15	-1	11	4	4	-12	5	-3	-2
O=c1cc(N2CCCCC2)c(-c2ccccc2)nn1Cc1ccc(Cl)cc1Cl	0	16	15	1	12	-8	1	2	5
O=C(OCC(=O)N1CCCC1)c1c(Cl)cccc1Cl	3	-3	3	-2	5	-2	-6	7	4
CC(C)c1ccc(NS(=O)(=O)c2cn(C)c(=O)n(C)c2=O)cc1	-6	-3	11	1	13	0	1	-8	-3
CCOc1ccc(CCNC(=O)COC(=O)CNS(=O)(=O)c2ccc(C)cc2)cc1OCC	8	2	0	0	8	1	-2	-3	0
CCCNc1c(N)n(-c2ccccc2)c(=O)[nH]c1=O	-21	4	5	-7	-111	-9	-7	10	-9
COc1ccc(CCNC(=O)c2ccc3c(c2)OCCO3)cc1	-2	-7	17	1	10	-1	-7	0	1
COc1cc(NC(=O)CN2CCCCC2C)c(C)cc1[N+](=O)[O-] (stereo not drawn)	-6	5	-2	2	16	-6	2	5	0
O=C(CN(C(=O)CCC(=O)Nc1nccs1)c1ccc(F)cc1)NCc1ccco1	-7	8	6	0	15	-7	-4	-15	-2
O=C(CCc1nc2ccccc2c(=O)[nH]1)NNC(=O)COc1ccc(Br)cc1	-6	8	-1	-9	-12	4	2	-19	-3
Cc1ccc(Nc2nc(-c3cccnc3)nc3ccccc23)cc1	-8	16	35	-3	-200	-5	3	28	18
CN1CCN(S(=O)(=O)c2cccc(C(=O)Nc3cccc([N+](=O)[O-])c3)c2)CC1	-4	-18	12	1	20	-2	1	-1	3
COc1ccccc1S(=O)(=O)NCc1ccc(C(=O)NC2CCC(O)CC2)cc1 (stereo not drawn)	-15	2	12	-1	-3	-9	-2	-17	-4
Cc1ccc(S(=O)(=O)N(C)C)cc1NC(=O)COC(=O)/C=C/c1cccs1	-6	-9	16	2	8	7	-3	7	2
CCC(c1c(C)n(C)n(-c2ccccc2)c1=O)c1c(C)n(C)n(-c2ccccc2)c1=O	-22	-1	-6	4	6	2	4	-10	0
CCC(C)c1ccc(OCCN2CCCC2)cc1 (stereo not drawn)	-2	-3	29	1	12	-1	-5	3	1
COc1ccccc1OCCSc1ncnc2nc[nH]c12	-42	-5	0	4	27	-9	-14	-17	1
O=C1COc2ccc(C(=O)C[n+]3cccc(O)c3)cc2N1	11	-7	-3	-2	-1	-2	-7	4	9
COc1ccc(OC)c(NC(=O)CSc2nnc(-c3ccncc3)s2)c1	3	14	24	1	13	3	7	28	3
CCC(C)(C)n1nnnc1C(c1ccncc1)N1CCC(C)CC1 (stereo not drawn)	-4	0	-10	2	4	1	2	-12	5
COC(=O)COc1cccc(NC(=O)c2ccccc2)c1	-9	4	5	-1	7	-16	-6	6	-6

In the list so far, 13 contain an aryl methoxy group:
SMILES	SENP6 block	Apaf-1 inh	NALP3 yeast inh	SENP1 FRET inh	SENP8 block-1	SENP8 block-2	HKDC1 inh	PfG6PD inh	SENP7 block
COc1ccc(-n2c(CCc3ccccc3)nnc2SCC(=O)c2ccc(Cl)cc2)cc1	-12	11	-5	2	5	-4	12	22	3
COc1ccc(S(=O)(=O)N(C)CC(=O)NCCN2CCOCC2)cc1Cl	-16	-1	15	1	9	4	1	-9	3
COc1ccc(S(=O)(=O)NC2CC3CCC2C3)cc1Br (stereo not drawn)	-12	14	21	1	10	-10	8	-9	-4
COc1ccc2c(c1)CCc1c(C(=O)N3CCCc4ccccc43)noc1-2	9	13	28	2	11	-18	38*	-13	-9
COc1ccc(-n2nc3c(c2NC(=O)C(C)C)CSC3)cc1	-11	-2	11	2	20	1	-5	-10	-1
CCN(CC)S(=O)(=O)c1ccc(C)c(NS(=O)(=O)c2cc(/C=C/C(=O)O)cc(OC)c2OC)c1	-21	0	-3	1	19	-6	1	0	12
COc1ccccc1CN1CCSCC1	-10	-19	11	1	16	4	-7	-3	-3
COc1ccc(NC(=O)c2nnn(CC(=O)Nc3ccc4c(c3)OCO4)c2N)c(OC)c1	6	-2	-3	0	7	-14	-2	-1	-6
COc1ccc(CCNC(=O)c2ccc3c(c2)OCCO3)cc1	-2	-7	17	1	10	-1	-7	0	1
COc1cc(NC(=O)CN2CCCCC2C)c(C)cc1[N+](=O)[O-] (stereo not drawn)	-6	5	-2	2	16	-6	2	5	0
COc1ccccc1S(=O)(=O)NCc1ccc(C(=O)NC2CCC(O)CC2)cc1 (stereo not drawn)	-15	2	12	-1	-3	-9	-2	-17	-4
COc1ccccc1OCCSc1ncnc2nc[nH]c12	-42	-5	0	4	27	-9	-14	-17	1
COc1ccc(OC)c(NC(=O)CSc2nnc(-c3ccncc3)s2)c1	3	14	24	1	13	3	7	28	3

Carrying on:
SMILES	SENP6 block	Apaf-1 inh	NALP3 yeast inh	SENP1 FRET inh	SENP8 block-1	SENP8 block-2	HKDC1 inh	PfG6PD inh	SENP7 block
S=C(Nc1ccccc1)Nc1cccc(Cl)c1Cl	-9	-11	25	1	13	-6	1	-9	-6
O=C(CN1CCN(c2ccc(Cl)cc2)CC1)c1ccc2c(c1)OCO2	3	7	10	1	7	7	2	-8	12
Cc1nnc(SCC(=O)NCc2ccc3c(c2)OCO3)s1	-15	-7	7	-1	8	-5	-8	6	-3
CN1CCN(c2ccc(Cl)cc2NC(=O)C2COc3ccccc3O2)CC1 (stereo not drawn)	-16	6	20	1	1	-1	5	17	2
Cc1[nH]c2ccccc2c1CC#N	-9	5	17	-7	2	-5	-2	-11	0
COc1ccc(S(=O)(=O)NCCSCc2cccc(C)c2)cc1Br	-14	18	21	2	29	-8	5	8	2
Fc1ccccc1/C=C1\CCCC2=C1NC(=S)NC2c1ccccc1F (stereo not drawn)	8	14	33	-12	3	9	-5	44	-3
O=C(c1cnn2c(C(F)F)cc(C3CC3)nc12)N1CCc2ccccc2C1	-2	8	6	2	-91	-5	5	-9	4
COC(=O)c1ccc(/C=N/Nc2nc(-c3ccc(C)cc3)cs2)cc1	-22	2	4	-28	-122	-13	-12	32	-8
O=c1ccc(C(F)(F)F)cn1Cc1cc(=O)n2ccsc2n1	5	-5	-2	0	4	2	-6	-1	1
